Screening data (PubChem)
MITF primary – MITF inhibitors, primary screen, biochemical, AlphaScreen, human; inhibition, % at 2.6 µM; Microphthalmia-associated transcription factor (Homo sapiens), O75030; AlphaScreen MITF homodimerization, bead proximity signal; AID 1259374, 2018; actives 0.91% (n = 650,000); in the data active means inhibition above about 50%;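 further: 0% = vehicle wells with protein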
GPR151 activ – activators of human GPR151, primary screen, cell-based, PathHunter beta-arrestin, luminescence; actives 1% (n = 650,000); activation, % at 11.2 µM; PathHunter beta-arrestin GPR151 cells; G-protein coupled receptor 151 (Homo sapiens), Q8TDV0; in the data active means activation above about 4.9%;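 further: 0% = median of compound wells and 100% = cells with positive control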
TEAD-YAP block – TEAD-YAP interaction inhibition, primary screen, TEAD-YAP interaction inhibitor project, luminescence, HEK-TIYL cells; TEAD-Gal4/YAP UAS-luciferase luminescence; inhibition, % at 9.12 µM; actives 1.4% (n = 640,000); in the data active means inhibition above about 32%;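 further: 0% = median of test compound wells and 100% = reference inhibitor wells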
FBW7 activator – FBW7 E3 ligase activators, primary screen, biochemical, AlphaScreen, human | AID 1259310, 2017 | actives 0.13% (n = 650,000) | F-box/WD repeat-containing protein 7 (Homo sapiens), Q969H0 | normalized activity (activation), % at 26.1 µM | AlphaScreen FBW7–phospho-cyclin E peptide binding, activator screen; in the data active means normalized activity above about 1.9%;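 further: purified mutant Fbw7 with reduced substrate affinity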
Target sequence (Q969H0 whole entry, looked up): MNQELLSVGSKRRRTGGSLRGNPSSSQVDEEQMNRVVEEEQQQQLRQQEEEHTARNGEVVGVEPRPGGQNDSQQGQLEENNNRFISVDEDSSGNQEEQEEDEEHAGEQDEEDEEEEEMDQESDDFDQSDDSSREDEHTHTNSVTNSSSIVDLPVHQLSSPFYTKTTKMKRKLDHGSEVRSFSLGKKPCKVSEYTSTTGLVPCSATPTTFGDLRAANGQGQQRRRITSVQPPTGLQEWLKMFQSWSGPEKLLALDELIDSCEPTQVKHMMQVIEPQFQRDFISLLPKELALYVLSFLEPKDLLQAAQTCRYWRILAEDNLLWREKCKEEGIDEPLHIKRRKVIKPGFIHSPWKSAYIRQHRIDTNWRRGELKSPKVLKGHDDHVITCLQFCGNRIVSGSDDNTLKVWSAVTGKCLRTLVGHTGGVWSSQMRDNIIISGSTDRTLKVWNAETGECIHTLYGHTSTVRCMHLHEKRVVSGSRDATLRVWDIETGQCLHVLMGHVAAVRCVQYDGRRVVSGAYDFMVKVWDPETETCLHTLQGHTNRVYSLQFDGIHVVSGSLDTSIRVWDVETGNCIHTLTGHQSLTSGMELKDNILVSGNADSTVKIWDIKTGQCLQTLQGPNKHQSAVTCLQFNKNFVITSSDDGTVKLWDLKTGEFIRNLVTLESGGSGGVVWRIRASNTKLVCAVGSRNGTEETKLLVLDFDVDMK
* hit, by the source's call; & = joins results of further samples. Rows were taken by chance; about 3.4% have a hit in one of these screens.

SMILES	MITF primary	GPR151 activ	TEAD-YAP block	FBW7 activator
COc1ccc(-c2nc(Nc3cc(Oc4ccc(F)cc4F)cc([N+](=O)[O-])c3)c3ccccc3n2)cc1OC	-12	2.0	-8	0.2
Nc1nc(SCC(=O)NC(=O)NCc2ccccc2)n[nH]1	0	-1.5	12	0.2
Cc1ccc2cnn(CC(=O)NCCCN3CCCC3=O)c2c1	0	-1.1	13	0.3
O=C1c2ccccc2NC(c2ccc(Br)cc2)N1c1ccc(Cl)cc1 (stereo not given)	-8	0.2	-18	-0.1
Cc1ccc(-c2noc(-c3ccccc3Br)n2)cc1	-29	-3.2	-31	-0.1
CC(O)(C#Cc1ccccc1)c1ccc(N2CCCCC2)c(F)c1 (stereo not given)	-6	-1.9	-4	-0.1
O=C(NC(=S)NC1CCS(=O)(=O)C1)C12CC3CC(CC(C3)C1)C2 (stereo not given)	6	-0.5	4	0.1
O=C1CCCC2=C1C(c1cccnc1)c1c(nc(SCc3ccccc3F)[nH]c1=O)N2 (stereo not given)	8	0.2	8	0.0
CC(=O)c1ccc(OCCN2CCCCC2)cc1	32	-0.2	-3	-0.3
N#CC1=C(N)Oc2cc(N)ccc2C1c1ccc(Cl)cc1Cl (stereo not given)	4	-0.2	8	0.2
CC1(C)CC(=O)C2=C(C1)Nc1cc(C(=O)c3ccccc3)ccc1NC2c1ccc(C(F)(F)F)cc1 (stereo not given)	7	-1.0	4	0.0
COc1cc(C2OCC3(CO2)COC(c2ccc(O)c(OC)c2)OC3)ccc1O (stereo not given)	10	0.1	11	0.0
CCCCNC(=O)C(C)N(c1ccc(C)cc1)S(C)(=O)=O (stereo not given)	14	-1.3	8	-0.1
CCCCOC(=O)c1ccc(NC(=O)C(=O)CC(=O)c2ccc(OC)cc2)cc1	8	-0.4	-5	0.2
Cc1c(NC(=O)Cn2ncc3c(=O)oc4ccccc4c32)cccc1[N+](=O)[O-]	2	-1.0	-10	-0.2
O=C(Nc1nc(-c2ccc(I)cc2)cs1)C1CCCCC1	9	1.6	3	0.1
N#C/C(=C\c1cn(CC(N)=O)c2ccccc12)C(=O)NCc1cccs1	3	1.5	-4	0.1
Fc1cc(Br)ccc1-n1ncnc1-c1ccc(Cl)cc1	13	-0.2	9	0.7
FC(F)(F)c1ccc2nnc(-c3ccc(Cl)cc3Cl)n2c1	-2	-1.0	-3	-0.2
CC(C)c1ccc(Cc2nnc(N3CCOCC3)[nH]c2=O)cc1	11	0.4	-2	0.0
CCOC(=O)c1ccccc1NC(=O)CSc1nc2n[nH]c(C)c2c(=N)n1-c1ccccc1Cl	3	0.3	0	-0.1
Cc1ccc(C)c(NC(=O)C(Cc2ccccc2)N2C(=O)c3ccccc3C2=O)c1 (stereo not given)	-9	-0.1	-10	-0.1
Clc1ccc(C2C3=C(Nc4ncnn42)c2ccccc2CCC3)cc1 (stereo not given)	-3	6.0*	-6	-0.2
CCCN1CCN(CCCNC(=O)c2cc3c(s2)-c2ccccc2S(=O)(=O)C3)CC1	-5	2.4	2	-0.1
COCc1c(C(=O)N2CCCCC2C)c(=O)cc(C)n1CCCc1ccccc1 (stereo not given)	11	0.0	-60	0.6
The listing continues:
SMILES	MITF primary	GPR151 activ	TEAD-YAP block	FBW7 activator
Cc1cccc(OCC(=O)N(C)CCc2ccccn2)c1	62*	-2.1	-8	-0.1
COc1ccc(Cc2nnc(C(=O)NCc3ccc(C)cc3)o2)cc1OC	7	-0.8	-1	-0.1
COc1ccc2c(c1)CC(C(=O)Nc1ccc(-c3cn[nH]c3C)cc1OC[C@@H]1CCCN1C)CO2 (stereo not given in full)	12	0.2	2	-0.6
CCOC(=O)c1cc(Sc2ccc(O)c(C(=O)OCC)c2)ccc1O	18	-1.4	6	0.1
CC(C)c1ccc(N(C(=O)C2CCCCC2)C2C=CS(=O)(=O)C2)cc1 (stereo not given)	7	-0.4	6	0.0
CC(C)(C)c1ccc(C(=O)Nn2nnc3ccccc3c2=O)cc1	1	-1.0	-53	0.7
COc1ccc(OC(C)C(=O)O/N=C(\N)c2ccncc2)cc1 (stereo not given)	-5	0.9	3	-0.3
CCCCCn1c(=N)c(C(=O)OC)cc2c(=O)n3cccc(C)c3nc21	-13	-0.3	10	-0.2
CSCCNC1CCN(c2ccc(NC(=O)Cc3cccc(F)c3)cc2)CC1	6	-1.0	4	0.1
COc1ccccc1-n1c(SCC2OCCO2)nc2c(sc(=S)n2-c2ccccc2C)c1=O	1	1.2	4	1.2
O=C1N(Cc2cccc(Cl)c2)c2ccccc2C12OCCS2 (stereo not given)	-9	0.8	-9	0.1
Cc1ccc(OC(=O)N2CCN3C(=O)[C@H](COCc4ccccc4)NC(=O)[C@H]3C2)cc1	-3	0.3	-7	-0.2
O=C(O)c1ccc(Nc2nc(-c3ccc(F)cc3F)cs2)cc1	19	-1.6	-103	0.3
O=C(Oc1ccc2c3c(c(=O)oc2c1)CCCC3)c1ccccc1Br	2	0.5	-7	-0.1
CCOC(=O)C1=C(C)NC(=O)NC1c1ccc(F)c(F)c1 (stereo not given)	11	-0.7	6	-0.1
Cc1ccccc1OCCCC(=O)Nc1ccc2c(c1)OCCO2	7	0.0	-13	0.0
CC(=O)Nc1ccc(Nc2c([N+](=O)[O-])cc(C(F)(F)F)cc2[N+](=O)[O-])cc1	17	0.3	0	0.8
CCC(CC)C1C(C#N)=C(N)Oc2c1c(C)nn2-c1ccccc1 (stereo not given)	10	0.1	7	0.2
O=C1CCC(CCNCc2ccccc2F)N1Cc1cc(F)ccc1F (stereo not given)	-1	0.5	-10	0.0
Cc1ccc(OCC(=O)NC(C)C(=O)O)cc1 (stereo not given)	-7	-0.2	-1	0.1
CCN(CC)c1ccc(C(=O)Nc2cc(C(=O)NCc3ccccc3OC)ccc2N2CC3CC(C2)c2cccc(=O)n2C3)cc1 (stereo not given)	7	-0.4	-7	-0.1
O=C(CNC(=O)c1ccco1)N/N=C/c1cccc(OC(=O)c2ccco2)c1	-1	3.2	-10	0.0
COc1ccc(S(=O)(=O)N(CC(=O)Nc2ccc(F)cc2F)Cc2ccccc2)cc1	20	-0.2	0	0.0
O=C(CSc1ccccc1)NC1CCCCCC1	-4	0.6	-39	-0.1
CC1CCN(CC(O)COc2ccccc2Br)CC1 (stereo not given)	-11	0.0	0	0.1

The last 5 records of the section above open the next one:
SMILES	MITF primary	GPR151 activ	TEAD-YAP block	FBW7 activator
CCN(CC)c1ccc(C(=O)Nc2cc(C(=O)NCc3ccccc3OC)ccc2N2CC3CC(C2)c2cccc(=O)n2C3)cc1 (stereo not given)	7	-0.4	-7	-0.1
O=C(CNC(=O)c1ccco1)N/N=C/c1cccc(OC(=O)c2ccco2)c1	-1	3.2	-10	0.0
COc1ccc(S(=O)(=O)N(CC(=O)Nc2ccc(F)cc2F)Cc2ccccc2)cc1	20	-0.2	0	0.0
O=C(CSc1ccccc1)NC1CCCCCC1	-4	0.6	-39	-0.1
CC1CCN(CC(O)COc2ccccc2Br)CC1 (stereo not given)	-11	0.0	0	0.1
O=C(Nc1sc2c(c1C(=O)Nc1ccc(Cl)cc1)CCCCC2)c1ccccc1Cl	3	0.6	-2	-0.1
O=C1NC(=S)N(c2ccc(F)cc2)C(=O)/C1=C\c1ccc(C(=O)O)cc1	11	0.5	-1	0.1
CCOC(=O)COc1c(/C=C2/N=C(c3ccccc3F)OC2=O)cccc1OC	-2	1.0	-1	-0.2
Cc1ccc(NC(=O)CSc2nnc(-c3ccco3)n2C)cc1[N+](=O)[O-]	22	0.2	7	-0.1
COc1ccc(OC(=O)C=C(C)C)cc1	9	2.3	-6	0.0
Cc1ccccc1OCC(O)Cn1c(N/N=C/c2ccccc2)nc2c1c(=O)[nH]c(=O)n2C (stereo not given)	-4	0.1	-8	0.0
Cc1cc(C)cc(N=C2NC(=O)/C(=C/c3ccc(-c4cccc(Cl)c4)o3)S2)c1	17	-1.5	8	0.7
O=C(NC1CC1)c1cc(COc2ccc(F)cc2F)on1	-1	0.0	-11	-0.1
O=C(Nc1ccc(S(=O)(=O)Nc2ccccc2)cc1)Nc1cccc(Cl)c1	3	-0.9	8	0.0
COC(=O)c1ccc(/C=C2\N=C(c3ccc(Cl)cc3)OC2=O)cc1	5	0.3	0	-0.1
CC(=O)Nc1ccc(Nc2ccnc(-c3csc4ccccc34)n2)cc1	11	-1.7	18	0.1
Cn1c(C(=O)O)c(CC(=O)NCCN2CCOCC2)c2ccccc21	0	-3.0	1	0.0
COC(=O)c1nnn(-c2nonc2N)c1CSc1nc2ccccc2o1	18	0.8	-16	0.1
COc1cccc(C2Nc3cccc4cccc(c34)N2)c1OC	7	-0.6	6	-0.2
CC(=O)OC1CCCC2=CCC3C(CCC4(C)C3C[C@@H](C)[C@]4(C)C(C)=O)C21C (stereo not given in full)	8	-0.3	1	0.1
C/C(=N\NC(=O)c1c[nH]c2ccccc12)C1CC2CCC1C2 (stereo not given)	2	0.2	-44	0.0
CCOC(=O)CSCCOc1ccc(C=O)cc1OC	-7	-0.6	-4	0.7
CCCCN(C)CCCN1C(=O)C2C(C(=O)Nc3ccc(Br)cc3)C3C=CC2(O3)C1C(=O)NC1CCCCC1 (stereo not given)	0	0.2	1	-0.1
CCOc1ccc(CCNC(=O)Cn2ncc3c(=O)oc4ccccc4c32)cc1	8	-0.9	9	-0.2
C/C(=N\NC(N)=S)c1ccc(Br)cc1	10	0.1	24	-0.1
CCN(C(C)=O)c1nc(-c2ccc(C)cc2)cs1	13	-1.1	4	1.1
Nc1c(C(=O)NC2CCCc3ccccc32)nnn1-c1cccc(C(F)(F)F)c1 (stereo not given)	-5	-2.3	-5	-0.1
O=C(c1cnc2ccccc2c1Nc1cc(F)ccc1F)N1CCOCC1	5	-0.3	7	0.6
Cc1nnc(SCC2=C(C(=O)O)N3C(=O)[C@@H](NC(=O)Cn4cnnn4)[C@H]3SC2)s1	16&22&1	-1.3&0.1&2.9	16&-5	0.0&0.0&0.0
CC(C)OC(=O)C(C(=O)C(F)(F)F)c1cc(NS(=O)(=O)c2ccc3ccccc3c2)c2ccccc2c1O (stereo not given)	-12	0.3	-2	-0.1

Full records as entered above.
CCOC(=O)COc1c(/C=C2/N=C(c3ccccc3F)OC2=O)cccc1OC is listed with MITF primary = -2; GPR151 activ = 1.0; TEAD-YAP block = -1; FBW7 activator = -0.2
Cc1ccc(OC(=O)N2CCN3C(=O)[C@H](COCc4ccccc4)NC(=O)[C@H]3C2)cc1 is listed with MITF primary = -3; GPR151 activ = 0.3; TEAD-YAP block = -7; FBW7 activator = -0.2
COc1ccc(-c2nc(Nc3cc(Oc4ccc(F)cc4F)cc([N+](=O)[O-])c3)c3ccccc3n2)cc1OC is listed with MITF primary = -12; GPR151 activ = 2.0; TEAD-YAP block = -8; FBW7 activator = 0.2

Next structures follow:
SMILES	MITF primary	GPR151 activ	TEAD-YAP block	FBW7 activator
CCOc1ccccc1-n1c(=S)sc2c(=O)n(-c3ccccc3)c(SCC(=O)NCc3ccccc3)nc21	2	0.1	9	0.3
O=S1(=O)CCC(NCCCN2CCOCC2)C1 (stereo not given)	4	0.1	-1	0.1
CN(CC(=O)NCc1ccc(Cl)cc1Cl)S(=O)(=O)c1ccc2ccccc2c1	8	3.9	-2	0.1
COc1ccc(CCNC(=O)CN(Cc2ccc(Br)cc2)S(=O)(=O)c2ccccc2)cc1OC	4	0.9	6	-0.1
CC(=O)c1ccc2c3c([nH]c2c1)CCCC3	7	0.9	-39	-0.2
CC1(C)CC(=O)C2=C(C1)N(c1ncn[nH]1)C(N)=C(C#N)C2c1cccc([N+](=O)[O-])c1 (stereo not given)	8	0.2	8	-0.1
CC(=O)c1ccc(NC(=O)c2ccc(S(=O)(=O)N3CCCC3)cc2)cc1	11	5.0*	1	0.3
Oc1ccc(C2Nc3ccccc3-c3nnc(SCc4ccccc4)nc3O2)cc1 (stereo not given)	8	-0.4	5	0.2
COC(=O)c1nc(-c2ccccc2)oc1N1CCOCC1	-13	0.7	-3	0.2
Cc1ccc2nc(C)c(C(=O)NCc3cccc(OC(C)C)c3)n2c1	9	1.8	9	0.2
CCCCCNC(=O)c1ccccc1NS(C)(=O)=O	4	1.5	1	0.0
C/C(N)=C(/C#N)C(=O)CSc1ncccn1	4	1.0	-8	-0.1
C[C@@H]1CN(Cc2ccc(C(=O)NCC3C4CC5CC(C4)CC3C5)c(=O)[nH]2)C[C@H](C)O1 (stereo not given in full)	-5	1.1	3	0.0
COc1ccccc1C1CN(Cc2ccn[nH]2)Cc2ccccc2O1 (stereo not given)	-6	-0.7	-1	-0.5
COc1ccc(-c2nc(Nc3ccc(NC(C)=O)cc3)nc(OC)n2)cn1	8	2.3	-7	0.1
Cc1c[n+]([O-])n(-c2ccc(C(=O)O)cc2)n1	1	-1.5	-5	-0.5
O=C(N/N=C/c1cccc(O)c1)c1ccccc1[N+](=O)[O-]	14	0.4	5	0.2
CCOc1ccc(/C=C(/C#N)C(=O)NCc2ccccc2)cc1OCC	10	0.0	1	0.1
O=C(N/N=C/c1ccc(F)cc1)c1cc[n+]([O-])cc1	21	-0.6	-5	0.5
CCOC(=O)C1=C(C)NC(=O)NC1c1ccc(F)cc1 (stereo not given)	-10	3.1	-6	-0.1
CCCSc1nnc(CNC(=O)C23CC4CC(CC(C4)C2)C3)n1C1CCCCC1	-10	0.9	2	-0.1
